Bioassay records from PubChem BioAssay.
CHX counter: counter-screen for Shiga toxin inhibitors: cycloheximide protein synthesis inhibition. cell reporter, cycloheximide protein synthesis inhibition counterscreen. 300,000 compounds, 12% hits. max response, %; in the data active = max response mostly above about 13%, no sharp cut-off; inactive = mostly below about 14%; also: read at 38.3 µM for the half of the compounds with a filed dose; 0% is about no effect
Pf growth 96h: inhibits malaria parasite growth, 96 h; P. falciparum luciferase reporter growth, 96 h; Potency, µM (doses to about 28.7 µM), for the others: top-dose activity change, negative = inhibition, most hits filed as inhibitors; 320,000 compounds, 6.9% hits; AID 504834; also: potency is read from the fitted curve at half-maximal effect; % is scaled to controls: 0 for no effect and ±100 for the full control effect
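Delayed-death screen, second-generation endpoint: infected erythrocytes, 2% hematocrit, 0.05% parasitemia final; 96 hours at 37 C, 5% CO2; luciferase detection reagent; luminescence decrease equals reduced growth.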
LmPK inh: blocks Leishmania mexicana pyruvate kinase activity; Potency, µM (highest dose often 57.5 µM), for inactives: at the highest dose activity change, negative = inhibition, actives largely listed as inhibitors; AID 1721; purified LmPK, Kinase-Glo ATP luminescence, 1 h; Q27686; 290,000 compounds, 0.37% hits; also: potency is read from the fitted curve at half-maximal effect; % is scaled to controls: 0 for no effect and ±100 for the full control effect
Target sequence (Q27686 whole entry, looked up): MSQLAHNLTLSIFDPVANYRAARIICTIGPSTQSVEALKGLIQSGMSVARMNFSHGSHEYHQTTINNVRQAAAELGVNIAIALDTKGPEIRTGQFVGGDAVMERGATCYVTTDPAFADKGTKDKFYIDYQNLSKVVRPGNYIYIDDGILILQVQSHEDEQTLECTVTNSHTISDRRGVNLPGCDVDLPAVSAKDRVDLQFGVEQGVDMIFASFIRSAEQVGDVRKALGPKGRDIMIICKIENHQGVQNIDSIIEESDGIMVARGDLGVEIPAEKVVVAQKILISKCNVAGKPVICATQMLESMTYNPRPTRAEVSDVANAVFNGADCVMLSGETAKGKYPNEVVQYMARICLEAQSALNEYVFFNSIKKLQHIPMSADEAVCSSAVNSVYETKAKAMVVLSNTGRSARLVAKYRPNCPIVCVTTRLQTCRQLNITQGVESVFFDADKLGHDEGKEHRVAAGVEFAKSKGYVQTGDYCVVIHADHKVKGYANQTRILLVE
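Purified LmPK (0.1 nM) with 0.5 mM PEP and 0.1 mM ADP in imidazole buffer pH 7.2 with MgCl2/KCl, 1 h at room temperature. ATP formed was read by luciferase luminescence and normalized to no-enzyme and uninhibited controls.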
Shiga inhibitor: Shiga toxin inhibition. Vero cells, Shiga toxin protein synthesis inhibition reporter. inhibition, % at 38.7 µM. 290,000 compounds, 9.2% hits; in the data active = inhibition mostly above about 28%, no sharp cut-off; inactive = mostly below about 43%; also: 0% is about no effect
AMA1-RON2 inh: disrupts binding of P. falciparum AMA1 to RON2 | AlphaScreen AMA1-biotinylated RON2 peptide binding | Potency, µM (titrated, usually from 58.2 µM), inactives show top-dose activity change, negative = inhibition, most hits filed as inhibitors | 360,000 compounds, 0.2% hits | AID 720542;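 also: potency is read from the fitted curve at half-maximal effect; 0% = vehicle wells and -100% = peptide control; nearly all actives have a fitted effect of over 45% in size; some results filed as inactive show a strong effect at the top dose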
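AMA1 (3D7) with his tag at 25 nM final met compounds first, then biotinylated RON2 peptide at 25 nM; detection used donor plus acceptor beads, 10 µg/mL apiece, read by AlphaScreen after 30 min at room temperature.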
Pf growth 48h: inhibits P. falciparum growth in the first generation, 48 h; P. falciparum luciferase growth in erythrocytes, 48 h; Potency, µM (top dose mostly 28.7 µM), inactives show at the top dose activity change, negative = inhibition, usual class: inhibitors; 310,000 compounds, 5.9% hits; also: potency is read from the fitted curve at half-maximal effect; % is scaled to controls: 0 for no effect and ±100 for the full control effect
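Erythrocytes infected with P. falciparum carrying an integrated firefly luciferase reporter (2% hematocrit, 0.1% parasitemia final) were exposed to compounds in RPMI 1640 with 0.5% Albumax at 37 C, 5% CO2. Growth inhibition was scored as reduced luminescence.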
TbPYK inhibitor: blocks Trypanosoma brucei pyruvate kinase; Q57TT1; TbPYK enzyme, Kinase-Glo Plus ATP luminescence, 45 min; Potency, µM (doses to about 76.8 µM), for inactives: top-dose activity, negative = inhibition, usual class: inhibitors; 410,000 compounds, 0.12% hits; AID 624173; also: potency is read from the fitted curve at half-maximal effect; % is scaled to controls: 0 for no effect and ±100 for the full control effect; nearly all actives have a fitted effect of over 50% in size
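Luminescent Kinase-Glo Plus end-point after 45 min room-temperature reaction of T. brucei pyruvate kinase started with 130 uM ADP (final). Buffer TEA 50 mM pH 7.2 with KCl, MgCl2, BSA, Tween-20; titration-based qHTS with fitted concentration-effect curves.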
Starred values were filed as active, the others as inactive; ? = inconclusive; / = not tested or not shown; & = joins results of further samples; ! = not active in a repeat; [ ] = another dose, or the depositor's remark. Unless noted, calls follow the shape of the dose curve; as a rule, active = well fitted curve in the direction sought with a large enough effect; inconclusive = small, poorly fitted or top-dose-only effect, or another doubt; inactive = no such curve, though single readings can be large; an effect the other way counts as inactive or inconclusive. Compounds as they come; any-hit rate near 21%.

#1 Cc1cc(C)n2c(SCC(=O)Nc3cc(C)on3)nnc2n1
#2 CCN1CCN(C(=O)C2CCN(S(=O)(=O)c3ccc(Br)cc3)CC2)CC1
#3 CC(C)NS(=O)(=O)c1ccc(OCC(=O)Nc2ccc3c(c2)OCO3)c(Cl)c1
#4 CCN(CC)S(=O)(=O)c1ccc(C)c(NC(=S)NC2CCCCC2)c1
#5 CC(C(=O)N1CCCc2ccccc21)N1CCN(c2ccccn2)CC1 (centres undefined)
#6 CC(=O)c1ccc(N2CCN(C(=O)c3ccc4c(c3)OCO4)CC2)cc1
#7 O=C(NCc1ccc2c(c1)OCO2)c1cc2c(s1)CSC2
#8 O=C(CCc1c[nH]c2ccccc12)N1CCN(S(=O)(=O)c2ccc(F)cc2)CC1
#9 COc1ccc(C(=O)NCCCN2CCOCC2)cc1S(=O)(=O)N1CCCc2ccccc21
#10 COc1cc2c(cc1OC)CN(Cc1cc(=O)oc3c(C)c(C)ccc13)CC2
entry no.	1	2	3	4	5	6	7	8	9	10
CHX counter	-2	1	-3	-4	10	0	-1	/	-5	2
Pf growth 96h	-26%	?	/	?	-2%	66%[activator]	37%[activator]	?	?	13µM*
LmPK inh	2%	-5%	1%	2%	-11%	-5%	0%	/	9%	2%
Shiga inhibitor	9	-4	-2	-4	-23	2	2	/	-4	16
AMA1-RON2 inh	-5%	-8%	11%	-7%	?	0%	-7%	-6%	9%	-20%
Pf growth 48h	10%	0%	-22%	15µM*	-2%	-20%	20%	?	?	-27%
TbPYK inhibitor	4%	-6%	-2%	-7%	1%	-1%	-2%	5%	-7%	5%

#11 Cn1c(=O)n(-c2ccccc2)c(=O)c2c3c(sc21)COC(C)(C)C3
#12 Cc1oc(-c2cccc3ccccc23)nc1CN1CCC[C@H]1CO
#13 C#CC[N+]1(C)C2CCC1CC(O)C2 (centres undefined)
#14 CCc1nc(N2CCN(C(C)=O)CC2)c2c3c(sc2n1)CCCC3
#15 COc1cc(C(=O)NCCc2nc3ccccc3n2C)cc(OC)c1OC
#16 CC(C)(O)C(=O)N/N=C\c1ccc(OC/C=C/c2ccccc2)cc1
#17 c1ccc(Nc2cccc(Nc3ccccc3)n2)cc1
#18 Cc1c(C(=O)N/N=C/C(C)C)[nH]c2ccc([N+](=O)[O-])cc12
#19 COCCCn1c(SCC(=O)NC2CCCC2)nnc1-c1ccccc1
#20 Cc1ccccc1-c1nc2c(s1)CCc1onc(-c3ccc(Cl)cc3)c1-2
entry no.	11	12	13	14	15	16	17	18	19	20
CHX counter	1	-1	3	2	-2	32*	34*	-3	-2	/
Pf growth 96h	/	-23%	-7%	0%	?	?	-55%	-8%	12%	57%[activator]
LmPK inh	6%	9%	3%	-3%	2%	2%	5%	0%	7%	/
Shiga inhibitor	-7	1	-11	-5	16	45	55*	-10	-7	/
AMA1-RON2 inh	1%	-1%	2%	-4%	0%	0%	-23%	120%[activator]	5%	-1%
Pf growth 48h	8%	?	1%	?	-11%	-8%	/	-3%	1%	-25%
TbPYK inhibitor	1%	-2%	3%	-24%	-4%	6%	3%	-4%	-5%	-2%

2 of the compounds above, as tab-separated lines:
nr	SMILES	CHX counter	Pf growth 96h	LmPK inh	Shiga inhibitor	AMA1-RON2 inh	Pf growth 48h	TbPYK inhibitor
15	COc1cc(C(=O)NCCc2nc3ccccc3n2C)cc(OC)c1OC	-2	?	2%	16	0%	-11%	-4%
16	CC(C)(O)C(=O)N/N=C\c1ccc(OC/C=C/c2ccccc2)cc1	32*	?	2%	45	0%	-8%	6%

Only Shiga inhibitor, Pf growth 48h and Pf growth 96h (four entries from above):
entry	Structure	Shiga inhibitor	Pf growth 48h	Pf growth 96h
17	c1ccc(Nc2cccc(Nc3ccccc3)n2)cc1	55*	/	-55%
18	Cc1c(C(=O)N/N=C/C(C)C)[nH]c2ccc([N+](=O)[O-])cc12	-10	-3%	-8%
19	COCCCn1c(SCC(=O)NC2CCCC2)nnc1-c1ccccc1	-7	1%	12%
20	Cc1ccccc1-c1nc2c(s1)CCc1onc(-c3ccc(Cl)cc3)c1-2	/	-25%	57%[activator]

Additional structures follow:
#21 CCC(C)(C)NC(=O)C(c1ccccn1)N(C(=O)c1csnn1)c1ccc(C)c(C)c1 (centres undefined)
#22 C[C@H](CCC(=O)O)[C@H]1CC[C@H]2[C@@H]3[C@H](O)C[C@@H]4C[C@H](O)CC[C@]4(C)[C@H]3C[C@H](O)[C@]12C
#23 COCCNS(=O)(=O)c1cccc2cccnc12
#24 Cn1c(C(C#N)/C(=N\S(=O)(=O)c2cccs2)c2ccccc2)nc2ccccc21 (centres undefined)
#25 COc1ccc(/C=C/C(=O)c2ccc(C(=O)/C=C/c3ccc(OC)c(OC)c3)cc2)cc1OC
#26 CCN(CC)S(=O)(=O)C1CCS(=O)(=O)C1 (centres undefined)
#27 Cc1cccc(C(=O)N2CCC(c3nc4ccccc4s3)CC2)c1
#28 CCC(c1nnnn1C1CCCCC1)N1CCN(C2CCCC2)CC1 (centres undefined)
#29 Cc1cccc(C)c1NC(=O)CNC(=O)Cn1nc(C)c(C)c(C#N)c1=O
#30 Clc1ccc(-c2c[n+](Cc3cccc(Cl)c3)c3n2CCC3)cc1
entry no.	21	22	23	24	25	26	27	28	29	30
CHX counter	2	-3	-3	-4	28*	-2	-3	-2	/	-2
Pf growth 96h	57%[activator]	12µM*!	?	0%	?	54%[activator]	?	1%	?	0.26µM*
LmPK inh	-4%	0%	4%	0%	-2%	3%	-2%	-2%	/	1%
Shiga inhibitor	25	-8	-6	13	20	-11	-12	-8	/	-6
AMA1-RON2 inh	46%[activator]	-11%&-5%&2%	6%	0%	-6%	-3%	-3%	5%	-23%	16%[2.32 µM]
Pf growth 48h	-9%	9.3µM*!	/	-16%	?	-3%	-7%	?	?	1.9µM*
TbPYK inhibitor	0%	1%&-2%&-5%	-3%	-4%	-5%	-2%	-21%	-10%	2%	-8%

#31 COc1cccc(NC(=O)CN(C)CC(=O)Nc2ccc(C)cc2Cl)c1
#32 O=C(NNC(=O)C1CCCO1)c1ccc([N+](=O)[O-])cc1 (centres undefined)
#33 CCN(CCO)Cc1csc2ccc(Br)cc12
#34 O=Cc1ccc(-c2cccc([N+](=O)[O-])c2)o1
#35 COc1ccc(S(=O)(=O)N2CCC(C(=O)Nc3nnc(CCN4CCCCC4)s3)CC2)cc1
#36 CCN1CCCC1CNCC(O)COc1ccc(C(C)(C)C)cc1C (centres undefined)
#37 CCOc1ccccc1N(CC(=O)Nc1c(C)n(C)n(-c2ccccc2)c1=O)S(=O)(=O)c1ccccc1
#38 Cc1[nH]c(-c2ccc(F)cc2)cc1C(=O)N1CCN(c2ccccc2)CC1
#39 O=C(CN1CCN(C(=O)c2ccccc2F)CC1)Nc1ccc(Br)cc1
#40 COc1cccc2sc(Nc3nc4ccc(NC(C)=O)cc4s3)nc12
entry no.	31	32	33	34	35	36	37	38	39	40
CHX counter	2	-2	-4	3	-2	-2	-2	-1	-1	22*
Pf growth 96h	13%	5%	?	42%[activator]	36%	12µM*	?	20%	?	?
LmPK inh	-1%	-6%	-2%	-1%	2%	-6%	-5%	2%	0%	-3%
Shiga inhibitor	-5	-6	-9	10	-9	-30	-10	-5	-12	44*
AMA1-RON2 inh	2%	18%	2%	-23%	6%	5%	-4%	-19%	2%	43%[activator]
Pf growth 48h	0%	24%	/	61%[activator]	-25%	10µM*	?	0%	-4%	?
TbPYK inhibitor	18%	2%	-1%	2%	1%	21%	9%	-4%	0%	-8%

#41 C/C=C/c1ccc(OCC(O)CN2CCCCCCC2)c(OC)c1 (centres undefined)
#42 CC(=O)Oc1ccc(/C=C2\N=C(C3CCCCC3)OC2=O)cc1
#43 CCCOc1ccc(Br)cc1CSC(=N)N
#44 CCOC(=O)Cc1csc(NC(=S)NC(=O)c2cc(OC)c(OC)c(OC)c2)n1
#45 Cc1csc(=O)n1CCC(=O)OCC(=O)Nc1ccc(Cl)cn1
#46 O=C(Oc1cccc(Cl)c1)N1CCOCC1
#47 CCN1CCc2nc3ccccc3c(C(=O)Nc3ccc(C#N)cc3)c2C1
#48 COc1cc(C(=O)NCc2nnc(SCC(=O)Nc3nc4ccc(C)cc4s3)o2)cc(OC)c1OC
#49 Cc1cccc(-n2ncc3c(NCCc4ccc(S(N)(=O)=O)cc4)ncnc32)c1
#50 O=C(CCC(=O)c1ccc(F)cc1)Nc1cccc(S(=O)(=O)Nc2cccc(Cl)c2)c1
entry no.	41	42	43	44	45	46	47	48	49	50
CHX counter	9	4	-4	-4	/	-4	6	5	1	3
Pf growth 96h	?	?	?	12%	6%	?	2.6µM*	22%	10µM*	12%
LmPK inh	13%	4%	0%	3%	/	-1%	-5%	3%	5%	-3%
Shiga inhibitor	11	-3	-6	-6	/	-7	14	-2	-6	5
AMA1-RON2 inh	-28%	-21%	-1%	83%[activator]	-13%	0%	-2%	30%	0%	0%
Pf growth 48h	-28%	9%	?	-8%	24%	2%	?	4%	/	11%
TbPYK inhibitor	9%	0%	1%	0%	-2%	1%	2%	-15%	0%	-9%

#51 Cc1ccc([N+](=O)[O-])cc1S(=O)(=O)N(C(=O)c1ccncc1)c1ccc2oc3c(c2c1)CCCC3
#52 COC(=O)c1sccc1NC(=O)Nc1cccc([N+](=O)[O-])c1
#53 Cc1ccc(NC(=O)Nc2nc3ccc(S(C)(=O)=O)cc3s2)cc1
#54 CCOc1ccc(C(=O)NCC2CCCO2)cc1 (centres undefined)
#55 Cc1cccc(N(CC(=O)NCc2ccc(F)cc2)C(=O)c2csnn2)c1C
#56 O=C(CSc1nc(O)c(C2CCCCC2)c(=O)[nH]1)NCC1CCCO1 (centres undefined)
#57 COc1cccc(/C=N/NC(=O)CNC(=O)c2ccc(S(=O)(=O)N3CCCC3)cc2)c1OC
#58 CCn1c(=NC(=O)CS(=O)(=O)c2ccc(C)cc2)sc2cccc(OC)c21
#59 CCOc1ccc(C(C)=O)cc1COC(=O)c1cc([N+](=O)[O-])ccc1N1CCOCC1
#60 O=C(c1ccco1)c1coc2c1cc(O)c1ccccc12
#61 CC1C(=O)N2CCCc3cc(NC(=O)C4CC4)cc1c32 (centres undefined)
#62 CC1(C)C2CCC1(C)C(Nc1ccccc1)C2 (centres undefined)
entry no.	51	52	53	54	55	56	57	58	59	60	61	62
CHX counter	-1	2	/	38*	-2	29*	5	/	/	32*	/	-3
Pf growth 96h	12%	?	?	/	3%	33%[activator]	55%[activator]	?	?	?	24%	?
LmPK inh	5%	-24%	/	-1%	3%	-2%	2%	/	/	-3%	/	-1%
Shiga inhibitor	-11	-3	/	117*	-12	66*	30	/	/	100*	/	-11
AMA1-RON2 inh	?	-9%	0%	2%	-7%	2%	0%	10%	-27%	0%	-2%	-1%
Pf growth 48h	-5%	26%	?	71%[activator]	?	?	-13%	?	-5%	?	-5%	-15%
TbPYK inhibitor	2%	-10%	2%	0%	2%	-1%	-12%	-1%	1%	-5%	-6%	6%
